# Source: PubChem BioAssay (IUPUI and University of Michigan)
# ST2 IL33 inh: inhibitors of human ST2 (IL1RL1) binding to IL-33; AlphaLISA ST2-Fc/biotin-IL-33 interaction, 1 h; 78,000 compounds, 2.3% hits; AID 1259354; inhibition, % for hits at 17 µM; Q01638; in the data active = inhibition above about 30%; inconclusive = mostly about 10% to 28%
# Target sequence (Q01638 whole entry, looked up): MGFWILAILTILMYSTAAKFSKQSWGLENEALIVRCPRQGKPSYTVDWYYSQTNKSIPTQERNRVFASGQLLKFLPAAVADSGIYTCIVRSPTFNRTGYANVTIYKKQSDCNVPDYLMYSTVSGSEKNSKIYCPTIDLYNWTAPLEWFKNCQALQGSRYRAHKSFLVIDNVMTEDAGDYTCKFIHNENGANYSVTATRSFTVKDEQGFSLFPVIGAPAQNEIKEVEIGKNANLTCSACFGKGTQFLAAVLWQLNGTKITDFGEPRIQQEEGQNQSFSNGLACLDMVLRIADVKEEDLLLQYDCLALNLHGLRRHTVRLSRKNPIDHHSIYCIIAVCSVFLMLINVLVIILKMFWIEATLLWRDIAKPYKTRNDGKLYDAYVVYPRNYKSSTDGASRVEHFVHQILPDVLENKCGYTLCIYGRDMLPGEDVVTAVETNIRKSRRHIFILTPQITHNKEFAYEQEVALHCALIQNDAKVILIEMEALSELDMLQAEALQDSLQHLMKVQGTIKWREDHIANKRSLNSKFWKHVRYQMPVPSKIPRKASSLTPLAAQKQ
# * hit, by the source's call; i = inactive; ? = inconclusive.
SMILES,ST2 IL33 inh
CC(=O)N1CCN(C(=O)c2cccnc2)C[C@H]1C(=O)N[C@@H](CC1CCCCC1)C(N)=O,i
Cc1ccc(SCc2cn3ccccc3n2)cc1,i
CCc1ccccc1NS(=O)(=O)c1ccc(NC(C)=O)cc1,i
COCC(NC(=O)COc1c(C)ccc(C)c1C)c1ccccn1 (stereo unspecified),i
COC1(OC)N=C(N)C2(C#N)C3C=CC(CC3)C12C#N (stereo unspecified),?
CCCCN1C(=O)S/C(=C\c2c(NCCCO)nc3ccccn3c2=O)C1=O,?
CCOC(=O)N1CCN(Cc2ccc3c(c2)CN(C(=O)c2ccc(C#CC(C)(C)O)o2)CCO3)CC1,?
Cc1ccc(Cn2c(CNC(=O)Cc3cccc([N+](=O)[O-])c3)nc3cccnc32)cc1,i
CC(C)(C)C(=O)NCc1cccnc1N1CCc2ccccc2C1,i
CC(=O)OC(C)(C)/C=C/C(=O)[C@](C)(O)C1[C@H](O)C[C@@]2(C)[C@@H]3CC=C4[C@@H](C[C@H](O[C@@H]5O[C@H](CO)[C@@H](O)[C@H](O)[C@H]5O)C(=O)C4(C)C)[C@]3(C)C(=O)C[C@]12C (stereo partly specified),i
CCOC(=O)c1nn(CCC(C)C)c2c1CN(C(=O)c1nn(C)c(=O)c3ccccc13)CC2,i
CC1CCCCN1C(=O)C1c2ccccc2Oc2ccccc21 (stereo unspecified),i
COCCn1c(CNC(=O)Cc2ccc(F)cc2)nc2cccnc21,?
Cc1ccc(-c2csc(N3C(=N)SCC3=O)n2)cc1,?
COC(=O)[C@@H]1Cc2ncn(C)c2CN1C(=O)C(C)(C)C,i
CCOC(=O)C(N)Cc1c[nH]c2ccccc12 (stereo unspecified),i
CCC1CCCCN1Cc1c(C)[nH]c2ccccc2c1=O (stereo unspecified),i
CCCn1cc(SCC(=O)N2CCc3ccccc32)c2ccccc21,?
O=C1NCc2ccc(S(=O)(=O)NC3CCCCCC3)cc21,i
CC(C)Cn1cncc1CNC(=O)c1ccon1,?

# The final 2 compounds of the section before are carried over, then new ones follow.
SMILES,ST2 IL33 inh
O=C1NCc2ccc(S(=O)(=O)NC3CCCCCC3)cc21,i
CC(C)Cn1cncc1CNC(=O)c1ccon1,?
CC(C)C(=O)Nc1c2c(nc3ccccc13)N(C)CC2,i
CCOc1ccc(NC2=NS(=O)(=O)c3ccccc32)cc1,i
c1ccc(-c2ccc3ncccc3c2)c(CN2CCOCC2)c1,?
COc1ccc(CN2C(=O)c3ccccc3C2C(=O)NC2CCCC(C)C2C)c(OC)c1 (stereo unspecified),i
O=S1(=O)C=CC(Nc2ccccc2)C1 (stereo unspecified),i
COc1ccc(Br)cc1CC(=O)O,i
O=C(Cc1ccccc1)Nc1cccc(-c2nc3ccccc3o2)c1,i
O=C(C1CC1)N1CCc2cc(Br)cc(S(=O)(=O)NCc3ccco3)c21,?
CC1CCCN(C(=O)CNC(=O)Cn2ccc3ccccc3c2=O)C1 (stereo unspecified),i
Brc1ccc(-c2csc(N3CCOCC3)n2)cc1,?
Fc1ccc(Nc2nc(Oc3ccc4c(c3)OCO4)nc(N3CCOCC3)n2)c(F)c1,i
O=C1c2ccccc2C(=O)N1c1cccc(Br)c1,i
O=C(NCC(=O)N1CCCC1)c1cccs1,i
CCCCNC(=O)c1cn(CCOC)c(=O)c2c1c1ccccc1n2C,i
Cc1nc(C)c(-c2csc(Nc3ccccn3)n2)s1,i
COc1cc(-c2[nH]nc3c2C(c2ccoc2)C(C#N)=C(N)O3)cc(OC)c1OC (stereo unspecified),i
CC(=O)NCCn1cnc(-c2ccccc2)c1-c1cccn1-c1cccnc1,i
O=C(O)c1ccc(NC(=O)c2ccc3c(c2)C(=O)N(CC2CCCO2)C3=O)cc1 (stereo unspecified),i
CCOC(=O)C1=C(C)Nc2ncnn2C1c1ccc(OCc2ccccc2)c(OC)c1 (stereo unspecified),?
CS(=O)(=O)N(Cc1ccccc1Cl)c1ccc(C(=O)N2CCc3ccccc3C2)cc1,i
O=C(Nc1ccc(F)cc1F)c1cc(-c2ccc(Cl)cc2)on1,i
CSc1nc2c(c(-c3ccc(C)o3)c1C#N)CCCC2,i
COC(=O)C(NC(=O)c1c(O)cccc1O)c1cccc(C)c1 (stereo unspecified),?
CC(=O)Nc1ccccc1NC(=O)Cc1ccc([N+](=O)[O-])cc1,i
O=C(CCc1ccccc1)Nc1ccc(Cl)c(N2CCCS2(=O)=O)c1,i
Cc1ccccc1-c1c(C)oc2c(CN(C)C)c(O)ccc2c1=O,?
Cc1cccnc1CN1CCN(Cc2c(C)nn(CCO)c2C)CC1,i
COC(=O)C(C)n1cnc2c(cnn2-c2ccccc2)c1=O (stereo unspecified),i
CCc1nc(C)c(C(=O)N2CCC(O)(c3cccnc3)CC2)s1,i
O=C1c2cccc3cccc(c23)C(=O)N1CC1CCN(CC(O)COc2ccc(F)cc2)CC1 (stereo unspecified),?
CC(Cn1cccn1)C(=O)N1CCc2c(nc(-c3ccccn3)[nH]c2=O)C1 (stereo unspecified),i
O=c1c2c(nc(NCCO)n1-c1ccccc1)-c1ccccc1CC21CCCCC1,i
CC1=NCCN1S(=O)(=O)c1cccc([N+](=O)[O-])c1,i
O=C(Nc1ccc2c(c1)OCCO2)c1cnc2n(c1=O)CCS2,i
Cc1ccc(C2=NN(C(=O)CCC(=O)O)C(c3ccccc3F)C2)cc1 (stereo unspecified),i
CC(Cn1ccnc1)NCC1(N2CCCCC2)CCCCC1 (stereo unspecified),i
Cc1cccc(C(C(=O)NCc2nnc3n2CCC3)N(C)C)c1 (stereo unspecified),i
COc1ccc(C(=O)N2CCC(C(=O)Nc3ccc(Br)cc3)CC2)cc1,?
CNCCNS(=O)(=O)c1cccc2cnccc12,?
COc1ccc(C2C(C(=O)c3ccco3)=C(O)C(=O)N2Cc2cccnc2)cc1OC (stereo unspecified),i

# Reformatted field by field: entries from further up
O=C(NCC(=O)N1CCCC1)c1cccs1
  ST2 IL33 inh: i

c1ccc(-c2ccc3ncccc3c2)c(CN2CCOCC2)c1
  ST2 IL33 inh: ?

# (further entries)
SMILES,ST2 IL33 inh
Cc1cccc(NC(=O)c2ccc(C)c(Cl)c2)n1,i
CCC(C)Sc1nc(C)nc2c1c(=O)n(C)c(=O)n2C (stereo unspecified),i
Cc1cc(C)c2c(=O)[nH]c(SCC(=O)c3ccc(F)c(C)c3)nc2n1,i
COc1ccccc1CC(=O)NC12CC3CC(CC(C3)C1)C2,i
Cc1ccc(-c2nc3ccc(Cl)cn3c2Nc2ccc3c(c2)OCCO3)o1,?
O=C1CC(c2cnn3cccnc23)c2cnn(Cc3cccnc3)c2N1 (stereo unspecified),i
CC(=O)c1ccc(N2CCN(c3ncnc4c3cnn4-c3ccccc3)CC2)cc1,i
Clc1cccc(CN2CCOCC2)c1,i
COc1ccc(OCC(=O)Nc2cc(C)ccc2OCc2cc(=O)n3oc(C)cc3n2)cc1,i
COCc1c(C(=O)N2[C@@H]3CC[C@H]2CN(C)C(=O)C3)noc1C,?
CC(C)CNC(=O)c1cc(-c2ccc(F)cc2)on1,?
O=C(NCc1ccccn1)C(=O)Nc1ccc2c(c1)OCO2,?
O=C1Nc2ccc(/C=C/c3ccccc3)cc2C(=O)N2CC[C@H](NS(=O)(=O)c3cccs3)[C@@H]12,?
Cn1cc(C(=O)N2CCN(C(=O)c3ccco3)CC2)c2c3ccccc3n(C)c2c1=O,i
Cc1ccc(C)c(NC(=O)CSc2nnnn2-c2ccc(C(=O)O)cc2)c1,i
Cc1ccc(NC(=O)c2ccc(=O)n(Cc3cccc(C)c3)c2)cc1,i
CCc1c(C)nn(CC(=O)N2CCCN(C)C3(CCN(C)CC3)C2)c1C,i
CNC(=O)Nc1ccc(C(=O)NC)cc1,i
NC(C(=O)N[C@@H]1C(=O)N2C(C(=O)O)=C(Cl)CS[C@H]12)c1ccccc1 (stereo partly specified),?
CCSc1nc(CC(=O)NCCn2nnc3ccccc32)cs1,?

# Next section, starting with the last 5 of the part before.
SMILES,ST2 IL33 inh
Cc1ccc(NC(=O)c2ccc(=O)n(Cc3cccc(C)c3)c2)cc1,i
CCc1c(C)nn(CC(=O)N2CCCN(C)C3(CCN(C)CC3)C2)c1C,i
CNC(=O)Nc1ccc(C(=O)NC)cc1,i
NC(C(=O)N[C@@H]1C(=O)N2C(C(=O)O)=C(Cl)CS[C@H]12)c1ccccc1 (stereo partly specified),?
CCSc1nc(CC(=O)NCCn2nnc3ccccc32)cs1,?
C=CCN(Cc1ccc(-n2cccn2)cc1)Cc1ccco1,?
Brc1ccc(CN2CCN(Cc3ccccc3)CC2)o1,i
CSc1ccc(C(Nc2ccccn2)c2ccc3cccnc3c2O)cc1 (stereo unspecified),33%*
O=C(c1ccc(C2CCCO2)s1)N1CCC(O)(CO)CC1 (stereo unspecified),?
O=C(O)Cn1c(CCS(=O)(=O)c2ccc(Cl)cc2)nc2ccccc21,i
O=C(c1cc2cc3ccc(Cl)cc3nc2o1)N1CCCC1,i
O=[N+]([O-])c1cc2c3c(c1)C1C=CCC1C(c1ccccc1)N3CC1CC=CC21 (stereo unspecified),?
COc1ccc(Cc2cnc(NC(=O)c3ccc(N4CCOCC4)c([N+](=O)[O-])c3)s2)cc1,?
COc1cccc(-c2ccc3c(c2)CCCN3C(C)=O)c1OC,i
CCn1cc(C(=O)NCCCOC)c(=O)c2cc(S(=O)(=O)N3CCOCC3)ccc21,i
CC1=NN(c2ccccc2)C(=O)/C1=C/c1ccc(Cl)cc1,?
Cc1cccc(C(=O)Nc2cccc(OCc3cc(=O)n4cc(C)ccc4n3)c2)c1,i
COc1ccc(C2(C(=O)N3CC(c4ccncc4)C3)CC2)cc1,?
COc1cc(OC)cc(-c2nc(C(N)=O)c3c(n2)n(-c2ccc(C)c(C)c2)c(=O)n3C)c1,i
Cc1cccc(Cc2c(C)nc3nc(SCC(=O)N4CCCC4)nn3c2C)c1,i
COC(=O)c1ccc(NC(=O)CCS(=O)(=O)c2ccc(Br)s2)cc1,i
Cc1ccc(C(=O)N[C@@H]2C=C(C(=O)NCCC(N)=O)C[C@@H](O)[C@@H]2O)cc1,i
CCC1=C(c2ccc(OC)cc2)S(=O)(=O)N(CC(=O)Nc2ccc(Br)cc2)C1=O,i
O=C(NC(Nc1ccc(Cl)cc1)C(Cl)(Cl)Cl)c1cccc([N+](=O)[O-])c1 (stereo unspecified),i
CC(C)N(C(=O)C1CCCN1S(=O)(=O)c1cccc2nsnc12)C1CCCCC1 (stereo unspecified),i
CCCC12CN3CC(C)(CN(C1)C3c1ccc(F)cc1)C2=O (stereo unspecified),?
c1cncc(-c2nc3c(c(NCCc4c[nH]c5ccccc45)n2)CNC3)c1,?
COc1cc([N+](=O)[O-])ccc1N=Cc1nc(-c2ccc(Cl)cc2)oc1O,?
Cc1nc(CNC(=O)c2cc(CC(C)C)nn2C)cs1,i
CN(C)[C@@H]1c2ccccc2C2(CCN(Cc3nn(C)cc3Cl)CC2)[C@H]1O,i
O=C(NCc1ccccn1)C1CCN(S(=O)(=O)c2cccs2)CC1,?
CCc1nc(C)sc1C(=O)N1C[C@@H]2C3CCC(CC3)[C@@H]2C1,i
CNC(=O)C1OC(C)(C(C)(C)C)OC1C(=O)NC (stereo unspecified),i
NC1CONC1=O (stereo unspecified),?
CC(Cn1cccn1)C(=O)N1CCOc2c(O)cc(-c3cccnc3)cc2C1 (stereo unspecified),?
COc1cc(C2C(C(=O)Nc3cccc(C)n3)=C(C)NC3=C2C(=O)CCC3)cc(OC)c1OC (stereo unspecified),i
O=S(=O)(c1ccccc1)c1nc(-c2ccccc2Cl)oc1N1CCOCC1,?
Cc1cc(CN(C)C(=O)c2sc3ncnc(NC[C@H]4C[C@@H]5C=C[C@H]4C5)c3c2C)on1,i
O=C(NCc1ccccn1)c1cc(NCC2CC2)cc(S(=O)(=O)N2CCCC2)c1,i
COc1ccc(NC(=O)C2CCCN2S(=O)(=O)c2ccc3c(c2)CCCC(=O)N3)cc1OC (stereo unspecified),i
C=CCNC(=O)C(=O)Nc1ccc(Cl)c(Cl)c1,i
CCN(CC)S(=O)(=O)c1ccc(NC2c3ccccc3C(=O)N2Cc2ccccc2)cc1 (stereo unspecified),?
COc1ccccc1/C=C/C(=O)Nc1cc2cc([N+](=O)[O-])ccc2oc1=O,i
Cc1[nH]nc(SCC(=O)NCC(C)C)c1[N+](=O)[O-],i
Cc1ccc2nc(COc3cccc(NC(=O)c4cccc(Br)c4)c3)cc(=O)n2c1,i

# Quoted from the entries so far for reference:
SMILES,ST2 IL33 inh
COc1ccc(NC(=O)C2CCCN2S(=O)(=O)c2ccc3c(c2)CCCC(=O)N3)cc1OC (stereo unspecified),i
C=CCNC(=O)C(=O)Nc1ccc(Cl)c(Cl)c1,i
CCN(CC)S(=O)(=O)c1ccc(NC2c3ccccc3C(=O)N2Cc2ccccc2)cc1 (stereo unspecified),?
COc1ccccc1/C=C/C(=O)Nc1cc2cc([N+](=O)[O-])ccc2oc1=O,i
Cc1[nH]nc(SCC(=O)NCC(C)C)c1[N+](=O)[O-],i
Cc1ccc2nc(COc3cccc(NC(=O)c4cccc(Br)c4)c3)cc(=O)n2c1,i

# Next section.
SMILES,ST2 IL33 inh
Cc1cccc(-c2ccc3c(c2)C(=O)N2CC[C@H](NC(=O)NC(C)C)[C@H]2C(=O)N3)c1C,i
O=C(O)C1=CCCN(CCON=C(c2ccccc2)c2ccccc2)C1,i
O=C(O)c1ccc(NCCO)c([N+](=O)[O-])c1,i
O=C1NCC2(CCCN(Cc3csc(-c4ccc(C(F)(F)F)cc4)n3)C2)O1 (stereo unspecified),i
COc1ccc(CCNC(=O)c2sc3cc([N+](=O)[O-])ccc3c2Cl)cc1,?
O=C(CCCOc1ccccc1)Nc1ccc(Br)cc1F,i
COc1cc2c(cc1CN(C)Cc1noc(C)n1)OCCCO2,i
COc1ccc(C(C#N)N2N=C(C)CC2c2ccccc2)cc1 (stereo unspecified),i
CC(C)(C)c1ccc(C(=O)Nc2ccc(S(=O)(=O)N3CCCC3)cc2)cc1,i
O=c1oc2cc(O)ccc2cc1-c1nc(-c2ccc3ccccc3c2)cs1,i
Fc1ccc(N2COc3ccc(Cl)cc3C2)cc1,?

# This is a subset. The share of hits here may be higher or lower than overall.
